ATXN2 expr inh: ATXN2 expression inhibition | AID 1745845 | actives 0.72% (n = 360,000) | HEK-293 ATXN2-luciferase reporter, luminescence, 24 h | Potency, µM (titrated, usually from 57 µM), without a hit: at the highest dose activity change, negative = inhibition, usual class: inhibitors; note: potency is the fitted concentration of half-maximal effect; % is set by controls: 0 for no effect and ±100 for the full control effect; nearly all actives have a fitted effect of over 55% in size
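qHTS (up to 57 uM final) was run with 24 h compound exposure of reporter cells at 37 °C. Each well was multiplexed: SteadyGlo luminescence measured ATXN2-luciferase expression after a fluorogenic Gly-Phe-AFC viability readout (25 uM final).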
TGFb SMAD3 inh: TGF-b pathway inhibition | HepG2 CAGA-GFP TGF-b/SMAD3 reporter, GFP fluorescence, 18 h; TGF-beta stimulated, 500 pg/mL final | Potency, µM (series often up to 46.1 µM), inactives show at the highest dose activity, negative = inhibition, hits mostly inhibitors | actives 1.2% (n = 410,000) | AID 588855; note: potency is the fitted concentration of half-maximal effect; % is set by controls: 0 for no effect and ±100 for the full control effect; nearly all actives have a fitted effect of over 65% in size
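Using HEPG2 CAGA-GFP reporter cells at 1000 cells/well, we pinned test compounds, stimulated with recombinant TGF-beta (500 pg/mL final) and measured total well GFP after 18 h.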
HepG2 tox: counter-screen for TGF-b inhibitors: cytotoxicity in HepG2 cells | Potency, µM (highest dose often 46.1 µM), for the others: at the highest dose activity change, negative = cytotoxicity, most hits filed as cytotoxic | actives 0.76% (n = 410,000) | AID 588856 | HepG2 CAGA-GFP viability, ATP luminescence, 18 h; note: potency is the fitted concentration of half-maximal effect; some results filed as inactive show a strong effect at the top dose
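CellTiter-Glo luminescence gave cytotoxicity after 18 hours at 37 degrees C. The cells were HepG2 CAGA-GFP in 1% FBS DMEM, stimulated with 500 pg/mL TGF-beta after compound addition. %Activity was normalised to no-cell wells (complete cell-killing) and DMSO (no toxicity), and curves were fitted and classified.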
Nrf2 inh: Nrf2 pathway inhibition | A549 ARE-Fluc reporter, luciferase luminescence, 18-24 h | Potency, µM (top dose mostly 46 µM), inactives show top-dose activity change, negative = inhibition, hits mostly inhibitors | actives 2.1% (n = 360,000); note: potency is the fitted concentration of half-maximal effect; % is set by controls: 0 for no effect and ±100 for the full control effect; nearly all actives have a fitted effect of over 60% in size
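A549 ARE_Fluc cells, 5000/well, 5% FBS OPTI-MEM; compounds in dose-response, 18-24 h at 37 °C/5% CO2; CellTiter-Fluor viability read (Ex 405/Em 525), then BugLite luciferase luminescence = Nrf2 activity.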
IL2 activator: IL-2 activation; IL-2 activation reporter assay, cell-based qHTS; stimulated with anti-CD3/CD4/CD28 beads; in transgenic mouse T cells; activation, % (series mostly up to about 46 µM); actives 0.065% (n = 360,000); in the data active = activation above about 50%; inconclusive = mostly about 30% to 49%; note: 0% is about no effect
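Readout: EGFP and DsRed signals by fluorescent plate cytometry. Unstimulated transgenic mouse T cells received compound 60 min before antibody-bead stimulation, then incubated 18 h at 37 degrees C.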
S2 tox: cell viability loss in ATXN counter-screen. Potency, µM (top dose mostly 56.7 µM), usual class: cytotoxic. AID 651635. S2 cells (HEK-293 line with an ATXN2-luciferase reporter) viability, CellTiter-Fluor protease fluorescence, 24 h. actives 0.49% (n = 400,000); note: potency is the fitted concentration of half-maximal effect; nearly all actives have a fitted effect of over 40% in size
EPAC2 agonist: activates human EPAC2 exchange factor; EPAC2 activation, biochemical qHTS; response scale: 100% = 6.5 mM cAMP response; actives 0.079% (n = 360,000); Potency, µM (titrated, usually from 154 µM), for the others: at the highest dose activation, actives largely listed as activators; Q8WZA2; note: potency is the fitted concentration of half-maximal effect; nearly all actives have a fitted effect of over 50% in size
Target sequence (Q8WZA2 whole entry, looked up): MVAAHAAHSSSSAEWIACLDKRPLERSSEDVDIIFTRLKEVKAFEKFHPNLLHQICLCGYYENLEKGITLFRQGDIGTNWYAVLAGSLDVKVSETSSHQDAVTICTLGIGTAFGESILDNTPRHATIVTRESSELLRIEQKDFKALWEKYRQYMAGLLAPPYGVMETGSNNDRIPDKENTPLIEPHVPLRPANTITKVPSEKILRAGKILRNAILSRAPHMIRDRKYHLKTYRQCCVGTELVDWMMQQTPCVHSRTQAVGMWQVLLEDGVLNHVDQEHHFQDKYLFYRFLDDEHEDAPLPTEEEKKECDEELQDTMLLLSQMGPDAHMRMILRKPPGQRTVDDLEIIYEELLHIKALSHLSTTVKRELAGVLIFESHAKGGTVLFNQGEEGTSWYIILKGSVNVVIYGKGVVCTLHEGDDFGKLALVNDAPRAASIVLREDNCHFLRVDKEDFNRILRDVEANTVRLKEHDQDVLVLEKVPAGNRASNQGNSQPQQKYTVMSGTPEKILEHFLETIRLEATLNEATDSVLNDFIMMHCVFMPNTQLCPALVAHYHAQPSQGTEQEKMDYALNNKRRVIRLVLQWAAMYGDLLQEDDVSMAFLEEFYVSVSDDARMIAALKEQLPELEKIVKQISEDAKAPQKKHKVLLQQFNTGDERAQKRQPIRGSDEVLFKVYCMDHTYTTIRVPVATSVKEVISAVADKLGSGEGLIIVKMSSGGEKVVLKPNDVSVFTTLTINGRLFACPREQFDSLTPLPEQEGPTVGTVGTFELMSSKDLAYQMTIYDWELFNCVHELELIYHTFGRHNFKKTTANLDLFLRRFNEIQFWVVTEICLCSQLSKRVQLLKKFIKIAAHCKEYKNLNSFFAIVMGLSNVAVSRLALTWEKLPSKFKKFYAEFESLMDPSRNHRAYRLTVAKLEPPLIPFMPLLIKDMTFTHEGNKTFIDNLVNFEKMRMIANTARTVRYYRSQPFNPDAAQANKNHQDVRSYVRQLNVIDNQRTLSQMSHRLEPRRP
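EPAC2 (100 nM) mixed with Rap1B loaded with BODIPY-GDP (250 nM) plus 50 uM unlabeled GDP; compounds pinned in, 5 min RT, then read every 5 min for 30 min (ex 480, em 540 nm). Normalized to cAMP control.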
Nrf2 activator: activators of Nrf2 (ARE) signaling; AREc32 ARE-luciferase reporter (MCF7-derived line), luminescence, 24 h; Potency, µM (highest dose often 46.1 µM), for inactives: at the highest dose activation, most hits filed as activators; actives 0.31% (n = 410,000); AID 624171; note: potency is the fitted concentration of half-maximal effect; % of control where 0% means no effect; nearly all actives have a fitted effect of over 65% in size
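AREc32 cells carrying an ARE-driven firefly luciferase, 1000 cells/well in OPTI-MEM with 5% FBS, dosed after overnight attachment and incubated 24 hr at 37 deg C. Steady-Glo luminescence read after 30 min at RT.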
A549 viability: A549 cytotoxicity, counter-screen for Nrf2 inhibitors. A549 ARE-Fluc cells, CellTiter-Fluor viability, 18-24 h. Potency, µM (highest dose often 46 µM), for inactives: at the highest dose activity change, negative = cytotoxicity, most hits filed as inhibitors. actives 0.16% (n = 390,000); note: potency is the fitted concentration of half-maximal effect; % is set by controls: 0 for no effect and ±100 for the full control effect
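A549 ARE_Fluc cells in 5% FBS OPTI-MEM were exposed to compounds in concentration-response for 18-24 h at 37 deg C. Viability was read by CellTiter-Fluor fluorescence (Ex 405/Em 525) after 30 min, before the luciferase read.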
* hit, by the source's call; i = inactive; ? = inconclusive; · = not tested or not shown; & = joins results of further samples; [ ] = remark or other dose. Unless noted, calls come from the whole dose curve; as a rule, active = well fitted curve in the direction sought with a large enough effect; inconclusive = small, poorly fitted or top-dose-only effect, or another doubt; inactive = no such curve, though single readings can be large; an effect the other way counts as inactive or inconclusive.

SMILES	ATXN2 expr inh	TGFb SMAD3 inh	HepG2 tox	Nrf2 inh	IL2 activator	S2 tox	EPAC2 agonist	Nrf2 activator	A549 viability
CC(C)N1CC(COc2ccccc2Cl)OC1=O (stereo not drawn)	19%	-7%	9%	8%	-1.1	i	5%	3.2%	-3%
CNCCOc1nc(N2CCOCC2)nc(C)c1[N+](=O)[O-]	-11%	15%	8%	-15%	-2.1	i	7%	-0.9%	-7%
O=C1OCCC1Sc1ncnc2sc3c(c12)CCC3 (stereo not drawn)	1%	-16%	-2%	-3%	-0.9	i	-2%	0.4%	0%
Cc1cc(=O)oc2cc(O[C@@H]3O[C@H](CO)[C@@H](O)[C@H](O)[C@H]3O)ccc12	·	5%	0%	2%	0.6	i	11%	-0.3%	-14%
O=C(OCC1OC(n2ccc(=O)[nH]c2=O)C(Cl)C1O)c1ccccc1 (stereo not drawn)	4%	0%	5%	1%	-2.4	i	3%	-0.1%	6%
Cc1sc2ncn(CC(=O)NCCCC(=O)N3CCN(Cc4ccc5c(c4)OCO5)CC3)c(=O)c2c1C	-21%	-9%	8%	?	0.3	·	4%	-0.3%	-7%
CN(CC(=O)Nc1ccc(F)cc1)S(=O)(=O)c1ccc2c(c1)c(=O)n(C)c(=O)n2C	4%	-2%	3%	-18%	-1.8	i	11%	-0.2%	-1%
COc1ccc(C2C(C#N)=C(N)OC3=C2C(=O)CC(C)C3)c(OC)c1OC (stereo not drawn)	3%	2%	-2%	5%	-1.4	i	11%	0.0%	3%
COc1ccc(C)cc1N=Nc1ccc(O)c2ncccc12	·	7.1µM*	-34%	?	-4.2	i	0%	5.6%	?
CCn1cc(C(=O)N2CCCC(C(=O)c3ccc4ccccc4c3)C2)cn1 (stereo not drawn)	-5%	-14%	-5%	?	-3.9	i	3%	0.2%	-10%
COC(=O)c1cc2sccc2n1Cc1nc(-c2cccc(Br)c2)oc1C	6%	1%	-11%	-1%	·	i	·	-0.4%	-6%
O=C1NCCOC(=O)[C@H](Cc2ccc(F)cc2)C/C=C\C[C@H]1CC(=O)N(CCO)Cc1ccccc1	-3%	-11%	-1%	-15%	-0.7	i	1%	0.2%	1%
CC(C)N(C(=O)[C@H]1C[C@H](CC(=O)NCCCn2ccnc2)C(=O)N2CCc3c([nH]c4cc(-c5ccco5)ccc34)[C@]12C)C(C)C	10%	5%	-6%	18%	-0.6	i	1%	-0.1%	0%
COc1ccc(-c2c(-c3cc(OC)cc(OC)c3)n(C)c3ccc(-c4cccc5[nH]ccc45)cc23)cc1	-16%	-6%	-15%	13%	-0.4	i	3%	-0.1%	7%
c1cncc(CNc2ccc3c(c2)OCO3)c1	3%	8%	-9%	·	-0.2	i	8%	3.1%	11%
CC(C)n1c(O)c(N=NC(=O)Cn2ccc(C(F)(F)F)n2)c2ccccc21	-1%	?	-10%	14%	-0.2	i	-16%	-0.2%	0%
CCCCNC(=O)C1(C)CCCCN1C(=O)c1ccno1 (stereo not drawn)	0%	2%	2%	·	-0.7	i	4%	-0.1%	·
CCOC(=O)c1cc(C)n(CC2CCC(C(=O)Nc3ccc(C(C)=O)cc3)CC2)c1C (stereo not drawn)	·	?	-14%	-25%	·	·	·	3.6%	-13%
Cc1ccc(C(=O)CSc2nccn2-c2ccccc2)cc1	30%[activator]	?	5%	21%	1.6	i	5%	3.2%	-3%
O=C(N1CCOCC1)N(Cc1ccccc1)c1ccccn1	-9%	0%	2%	-9%	-1.4	i	-6%	-0.4%	-1%
CN(CCCn1cnc2c(OCc3ccccc3)ncnc21)Cc1ccco1	25%	4%	2%	·	-2.4	i	-2%	5.9%	·
c1cncc(-c2nc(NCC3CCCO3)c3ccccc3n2)c1 (stereo not drawn)	-7%	-2%	-38%	-16%	0.1	i	3%	1.9%	-8%
O=C(CCS(=O)(=O)c1cc2c(cc1Cl)NC(=O)CO2)NCCc1ccc(Cl)cc1	7%	6%	-7%	?	·	i	·	-0.3%	14%
COc1cccc(CNC(=O)CCN2C(=O)[C@@H]3Cc4ccccc4CN3C2=O)c1	2%	12%	0%	-8%	-2.4	i	2%	-1.6%	-1%
N#Cc1cc([N+](=O)[O-])ccc1NC(=O)COC(=O)C1CCC(=O)N1 (stereo not drawn)	0%	0%	2%	-10%	0.7	?	-6%	4.4%	2%
O=C(OCCN1CCCCC1)C1(c2ccccc2)CCCC1	-10%	-6%	0%	-2%	1.8	i	19%	-0.5%	-1%
COc1ccc(C2C(C(=O)NCc3ccccn3)c3ccccc3C(=O)N2C)cc1OC (stereo not drawn)	3%	-1%	1%	14%	-1.4	?	0%	0.2%	-3%
CC1(C)CC(=O)C2=C(C1)N(c1ccccc1)C(N)=C(C#N)C2c1ccsc1 (stereo not drawn)	-8%	35%	0%	-9%	-0.1	i	-4%	0.6%	-13%
COc1ccc(-n2ccn3c(CC(C)(C)CC(=O)O)nnc3c2=O)cc1	-2%	-3%	5%	16%	·	i	·	5.4%	0%
c1coc(CSCc2cn3cccnc3n2)c1	-11%	-28%	9%	11%	-0.4	i	1%	2.3%	-2%

Arranged by length of the SMILES (lowest first): five of the compounds above
SMILES	ATXN2 expr inh	TGFb SMAD3 inh	HepG2 tox	Nrf2 inh	IL2 activator	S2 tox	EPAC2 agonist	Nrf2 activator	A549 viability
CN(CCCn1cnc2c(OCc3ccccc3)ncnc21)Cc1ccco1	25%	4%	2%	·	-2.4	i	-2%	5.9%	·
COc1ccc(-n2ccn3c(CC(C)(C)CC(=O)O)nnc3c2=O)cc1	-2%	-3%	5%	16%	·	i	·	5.4%	0%
COc1ccc(C2C(C(=O)NCc3ccccn3)c3ccccc3C(=O)N2C)cc1OC (stereo not drawn)	3%	-1%	1%	14%	-1.4	?	0%	0.2%	-3%
CC1(C)CC(=O)C2=C(C1)N(c1ccccc1)C(N)=C(C#N)C2c1ccsc1 (stereo not drawn)	-8%	35%	0%	-9%	-0.1	i	-4%	0.6%	-13%
O=C(CCS(=O)(=O)c1cc2c(cc1Cl)NC(=O)CO2)NCCc1ccc(Cl)cc1	7%	6%	-7%	?	·	i	·	-0.3%	14%

More records.
SMILES	ATXN2 expr inh	TGFb SMAD3 inh	HepG2 tox	Nrf2 inh	IL2 activator	S2 tox	EPAC2 agonist	Nrf2 activator	A549 viability
COc1ccc(-c2cc(C)nc(SCc3cccc(C(=O)O)c3)n2)cc1	6%	-1%	-5%	0%	0.6	i	-6%	-0.8%	-8%
Oc1[nH]c2ccc(Br)cc2c1N=NC(=S)N1CCOCC1	0.71µM*	?	-30%	?	-4.2	?	-2%	-1.5%	?
COc1ccc(Cl)cc1C(=O)Nc1ccc2c(c1)OCO2	79%[activator]	5%	-13%	?	-1.5	?	10%	6.5%	3%
CCOC(=O)C1(CC2CC2)CCN(Cc2cnc(-c3ccc(OC)cc3)nc2)CC1	·	-30%	-11%	?	-0.7	?	7%	2.2%	-13%
CN(C)CC(C)(C)CNC(=S)Nc1ccc(S(=O)(=O)N2CCOCC2)cc1	0%	-3%	2%	8%	-0.2	i	-5%	-0.9%	?
Cc1cccc(NC(=O)c2c([N+](=O)[O-])c(C(C)(C)C)nn2C)c1	-9%	-11%	3%	5%	-2.0	i	-3%	-0.7%	-3%
O=C(Cn1cnc2c(nnn2-c2cccc(Cl)c2)c1=O)NCc1ccccc1	-18%	-2%	-5%	8%	-2.2	i	7%	-0.6%	9%
CC(C)(C)OC(=O)C[C@@H]1C/C=C\C[C@@H](CC(=O)N(CCO)Cc2ccccc2)C(=O)NCCOC1=O	-1%	-5%	14%	4%	0.2	i	4%	0.3%	11%
COc1ccc(C(=O)O)cc1S(=O)(=O)Nc1cccc(C)c1	0%	22%	-2%	9%	-3.9	i	-3%	0.2%	-5%
CCOc1ccccc1CNS(=O)(=O)c1ccc2c(c1)C(C)(C)C(=O)N2C	8%&1%	15%&-3%	5%&2%	-9%&1%	-0.6	i	1%	2.5%&3.7%	0%&9%
COCCC1CCCCN1C(=O)c1cc(COc2ccc(-n3cncn3)cc2)on1 (stereo not drawn)	-16%	-5%	-9%	?	-1.5	i	3%	1.2%	0%
O=C(CCNC(=O)Cn1cnc2ccccc2c1=O)NCC1COc2ccccc2O1 (stereo not drawn)	-3%	0%	13µM*	2%	-0.4	i	-3%	0.6%	-1%
CNCc1cc(Cl)cc(OC)c1OC(C)C	-21%	-1%	2%	?	-2.4	i	2%	0.0%	2%
Cc1cccc(C)c1NC(=O)CNC(=O)CNC(=O)c1ccc2ccccc2c1	·	-6%	0%	·	-1.3	i	6%	3.4%	·
Cc1ccc(C(=O)CSc2nnc(-c3ccco3)o2)o1	25%	-14%	-13%	5%	0.0	i	10%	3.5%	-9%[1.84 µM]
COc1ccc(C(=O)NNC(=O)C(=O)NCc2ccccc2)cc1	-5%	-8%	-34%	3%	0.0	i	-5%	-0.1%	-2%
O=C(CSc1ccccc1C(=O)NCCCN1CCCC1=O)NCc1ccco1	10%	-27%	-18%	·	-0.8	i	17%	-0.2%	-1%
Cc1ccc(C(=O)NCC(c2cccs2)S(=O)(=O)c2cccs2)cc1C (stereo not drawn)	-11%	?	-2%	·	·	i	·	9.9%	-8%
O=C(NC(=S)Nc1cccc(Cl)c1N1CCCCC1)c1ccc2c(c1)OCCO2	-15%	?	1%	14%	-0.9	i	8%	3.8%	-13%
Cc1ccc(NC(=O)NCCCN2CCOCC2)cc1	3%	4%	2%	·	-3.5	i	4%	2.8%	1%
COc1cc(OC)nc(NC(=O)CN2CCN(c3ccc(F)cc3)CC2)n1	2%	-5%	-8%	17%	-0.7	i	1%	-0.8%	11%
COc1ccc(S(=O)(=O)NCC(=O)NCc2cc(=O)n(C)c(=O)n2C)cc1F	10%	14%	1%	6%	-1.7	i	-1%	-0.9%	2%
Cn1c(=O)c2sccc2n2c(CCCC(=O)N3CCN(c4ccccn4)CC3)nnc12	·	3%	-7%	2%	2.5	i	4%	-0.7%	0%

Screens as filed in PubChem BioAssay.
